Rad51 HR inh: Rad51 (human) homologous recombination inhibition. Q06609. hRad51 DNA strand exchange, fluorescence dequenching. inhibition, % at 10 µM. actives 0.085% (n = 200,000);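 active = inhibition above 40% at the single screening dose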;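 note: 0% = DMSO control wells and 100% = blanks with heterologous ssDNA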
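Material: human Rad51–ssDNA filaments; Probe or stimulus: labelled 47-mer dsDNA for strand exchange; Doses: single 10 µM dose; Incubation: 37 °C 15-min filament assembly, 30-min compound preincubation, 15-min exchange; Technique: FRET fluorescence dequenching, excitation 485 nm, emission 520 nm; Measure: Fluorescence-based percent inhibition, control- and blank-normalised; Benchmarks: plate control and blank wells.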
Cl transport mod: modulates chloride dependent transport by human KCC2; Q9H2X9; KCC2 cells, thallium flux FluoZin-2 fluorescence; B-score of Tl+ flux slope (higher = more flux/activation; lower = inhibition) at 10 µM; actives 2.2% (n = 190,000); AID 1456;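 active = thallium flux slope and its plate-corrected score both differing from the plate sample mean at a set confidence after two filtering rounds, in either direction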;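 note: slope of fluorescence scaled to starting intensity during 10 to 20 s after thallium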
An asterisk follows results filed as active; x = no result given. The list is partial; rates above refer to the full screens.

Value order – Cl transport mod | Rad51 HR inh
- CN(C)CC/C=C1/c2ccccc2COc2ccc(CC(=O)O)cc21
→ x | -2
- Cc1cc(=O)oc2cc(O)ccc12
→ x | 0
- CCN(CC)CC1CCCCN1CC(=O)N1c2ccccc2C(=O)Nc2cccnc21 (stereo unspecified)
→ -0.41 | -9
- COc1ccc(-c2oc3c(CC=C(C)C)c(O[C@@H]4O[C@H](CO)[C@@H](O)[C@H](O)[C@H]4O)cc(O)c3c(=O)c2O[C@@H]2O[C@@H](C)[C@H](O)[C@@H](O)[C@H]2O)cc1
→ 1.7 | -3
- COc1cc(N)c(Cl)cc1C(=O)N[C@@H]1CCN(CCCOc2ccc(F)cc2)C[C@@H]1OC
→ -1.3 | 5
- CN(C)CCCSc1ccccc1NC(=O)/C=C/c1ccccc1
→ -0.65 | -1

Nothing new here: an excerpt of the list.
Value order – Cl transport mod | Rad51 HR inh
- CN(C)CC/C=C1/c2ccccc2COc2ccc(CC(=O)O)cc21
→ x | -2
- Cc1cc(=O)oc2cc(O)ccc12
→ x | 0
- CCN(CC)CC1CCCCN1CC(=O)N1c2ccccc2C(=O)Nc2cccnc21 (stereo unspecified)
→ -0.41 | -9

Arranged by value in Cl transport mod (falling): three of the compounds above.
| smiles | Cl transport mod |
| --- | --- |
| COc1ccc(-c2oc3c(CC=C(C)C)c(O[C@@H]4O[C@H](CO)[C@@H](O)[C@H](O)[C@H]4O)cc(O)c3c(=O)c2O[C@@H]2O[C@@H](C)[C@H](O)[C@@H](O)[C@H]2O)cc1 | 1.7 |
| CCN(CC)CC1CCCCN1CC(=O)N1c2ccccc2C(=O)Nc2cccnc21 (stereo unspecified) | -0.41 |
| CN(C)CCCSc1ccccc1NC(=O)/C=C/c1ccccc1 | -0.65 |

Bioassay records (PubChem)
